From PubChem
KOR beta-arrestin-1 – KOR antagonists, beta-arrestin recruitment, cell-based, luminescence, uHTS (AID 1778); hit rate 0.091% among 290,000; KOR beta-arrestin recruitment, luminescence, antagonist mode; higher % means a stronger effect; inhibition, % at 10 µM, or IC50 in µM where a hit was titrated; further: strong numbers were not always called active
NOD2 inhibition – inhibition of NOD2-driven NF-kB reporter – cell-based, luminescence, uHTS, HEK293 (AID 1566). HEK293 NOD2/NF-kB luciferase reporter, luminescence; higher % means a stronger effect. one-dose inhibition, % at 4 µM; EC50 in µM for titrated hits. hit rate 0.63% among 290,000; further: many of its hits are not listed in these tables
LYP phosphatase – PTPN22 lymphoid phosphatase activity blockers – biochemical, fluorescence intensity, uHTS (AID 1779) | recombinant LYP phosphatase, fluorescence intensity; higher % means a stronger effect | inhibition, % at 11.5 µM; hits with a dose series show IC50 in µM | hit rate 0.054% among 290,000;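 further: plate controls were vehicle with enzyme for no effect and no enzyme for full effect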
Myeloid diff MLP – promotes myeloid progenitor differentiation | hit rate 1% among 360,000 | calls only at 10 µM | ER-HoxA9 myeloid progenitors, lysozyme-GFP differentiation, flow cytometry;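 active means normalized GFP-positive differentiation at or above the plate's own cutoff, the solvent-only control mean plus 3 SD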;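 further: cells exposed to compound for four days before flow analysis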
Siah-1 displacement – blockers of Siah-1 interaction with plectin peptide – biochemical, fluorescence polarization, rhodamine-plectin, uHTS, primary screen (AID 1817); Siah-1 / rhodamine-plectin peptide fluorescence polarization; higher % means a stronger effect; displacement, % at 20 µM; hits with a dose series show IC50 in µM; hit rate 0.02% among 290,000;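 active means displacement of at least 50% at 20 µM, with a fluorescence ratio check between 0.3 and a set limit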;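 further: plate controls were Siah plus tracer with DMSO for no effect and tracer alone without Siah for full effect; strong numbers were not always called active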
PhoP inhibition – inhibitors of PhoP regulon expression, primary screen, Salmonella Typhimurium, GFP reporter (AID 1863); S. Typhimurium PhoP-regulated promoter GFP reporter, 4 h; higher % means a stronger effect; inhibition, % at 50 µM, or IC50 in µM where a hit was titrated; hit rate 0.16% among 300,000;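 active means inhibition over 29.93%, a cutoff 3 SD above the screen mean, later confirmed by dose response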;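 further: 0% = low Mg2+ inducing control and 100% = high Mg2+ repressing control; strong numbers were not always called active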
NOD1 NF-kB reporter – NOD1 signaling inhibitors, primary screen, cell-based, luminescence, uHTS (AID 1578); NOD1-driven NF-kB luciferase reporter cells, luminescence; higher % means a stronger effect; inhibition, % at 4 µM; hits with a dose series show EC50 in µM; hit rate 1% among 290,000; in the data active means inhibition mostly above about 36%, no sharp cut-off; inactive means mostly below about 34%;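 further: HEK-293T reporter cells stimulated with the NOD1 agonist gamma-tri-DAP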
KOR beta-arrestin-2 – kappa opioid receptor activators – cell-based, luminescence, uHTS, primary screen (AID 1777). KOR beta-arrestin recruitment, luminescence; higher % means a stronger effect. activation, % at 10 µM; hits with a dose series show EC50 in µM. hit rate 0.02% among 280,000; in the data active means activation above about 50%, passing the limit was not always enough; further: a part of the inactive calls stands beside numbers as strong as those of hits
HIV peptide binding – inhibitors of HIV fusion peptide binding, primary screen, biochemical, uHTS, fluorescence dequenching (AID 1986). cell-free peptide binding, fluorescence dequenching, 30 min; higher % means a stronger effect. inhibition, % at 20 µM; hits with a dose series show IC50 in µM. hit rate 0.3% among 290,000; in the data active means inhibition mostly above about 52%, no sharp cut-off; inactive means mostly below about 76%; further: some results filed as inactive read as strong as hits
Myeloid diff MLP GFP+ MAC1+ % – second read-out of Myeloid diff MLP, no call of its own (marks repeat the call); GFP+ MAC1+ double positive, %; measured here: differentiation confirmed by MAC1 staining
Starred values were filed as active, the others as inactive; i = inactive; / = no result given; + = active, no number; [ ] = remark or other dose. Unless noted, no stated cut-off is given here; in the data, active means inhibition above about 50%; inactive means the rest. These rows are one share of the data. The share of hits here may be higher or lower than overall.

Codes – A = KOR beta-arrestin-1; B = NOD2 inhibition; C = LYP phosphatase; D = Myeloid diff MLP; E = Myeloid diff MLP GFP+ MAC1+ %; F = Siah-1 displacement; G = PhoP inhibition; H = NOD1 NF-kB reporter; I = KOR beta-arrestin-2; J = HIV peptide binding
CN1CCN(C2=C(Cl)C(=O)N(C3CCCCC3)C2=O)CC1
  A: 17%; B: 14%; C: -4%; D: i; E: 1.3; F: -2%; G: -4%; H: -5%; I: 7.6%; J: 1.8%

O=C(CC1Sc2ccccc2NC1=O)NCc1ccccc1 (stereo not drawn)
  A: 7%; B: 13%; C: -5%; D: i; E: 0.6; F: 10%; G: -8%; H: 4%; I: 4.4%; J: -0.4%

CCCc1nnc(SCC(=O)N2C(C)CCCC2C)n1CC1CCCO1 (stereo not drawn)
  A: 48%; B: 16%; C: -3%; D: i; E: 1.2; F: 4%; G: 1%; H: -18%; I: 8.5%; J: -1.7%

CCOc1cc(N2CCOCC2)c(OCC)cc1NC(=O)CN1CCc2ccccc2C1
  A: -24%; B: -8%; C: -3%; D: i; E: 0.3; F: 1%; G: 10%; H: -8%; I: 0.6%; J: -1.7%

COCCCN1CC(=O)N2C(c3cccc(OC)c3OC)c3[nH]c4ccccc4c3C[C@H]2C1=O (stereo partly drawn)
  A: 5%; B: 4%; C: -4%; D: i; E: 0.7; F: 0%; G: 0%; H: -3%; I: -4.5%; J: -1.4%

Cc1[nH]c(C)c(S(=O)(=O)NCCc2ccccc2)c1C(=O)N1CCCC1
  A: -66%; B: -2%; C: -9%; D: i; E: 0.7; F: 2%; G: -3%; H: -22%; I: -0.1%; J: -0.7%

CCOC(=O)Cn1nc(C)c(-c2ccccc2)c1N
  A: 8%; B: 12%; C: -14%; D: i; E: 1.0; F: -2%; G: 7%; H: 14%; I: -3.2%; J: 2.0%

Cc1cccc(N=Nc2ccc(O)c3ncccc23)c1
  A: 46%; B: 20%; C: 2%; D: i; E: 0.6; F: -7%; G: 8%; H: 108%*; I: -7.2%; J: 1.1%

COc1ccc2oc(=O)c(-c3nc(C)cs3)cc2c1
  A: -14%; B: -81%; C: -13%; D: i; E: 2.3; F: 8%; G: -1%; H: -36%; I: 3.6%; J: -2.4%

COc1ccccc1C(=O)N1CCNC(=O)C1CC(=O)Nc1cccc(C)c1 (stereo not drawn)
  A: 10%; B: 19%; C: -9%; D: i; E: 3.4; F: 2%; G: -5%; H: -12%; I: -7.5%; J: -0.6%

C#CCNC(=O)C1=C[C@H](C(C)(C)C)C[C@H](OCc2ccc(CO)cc2)O1
  A: -3%; B: 9%; C: -8%; D: i; E: 1.6; F: -5%; G: 2%; H: 9%; I: -1.5%; J: -0.9%

CN(c1ccccc1C(N)=O)S(=O)(=O)c1ccccc1
  A: -58%; B: 11%; C: -3%; D: i; E: 0.7; F: -5%; G: -4%; H: -16%; I: 7.3%; J: 0.7%

CCc1sc(C(=O)Nc2cc(Cl)ccc2N2CCCCC2)cc1C
  A: 10%; B: 1%; C: 1%; D: i; E: 0.8; F: 0%; G: -5%; H: 6%; I: 4.8%; J: -2.1%

CCOc1cc(S(=O)(=O)n2nc(C)cc2C)ccc1F
  A: -8%; B: 13%; C: -2%; D: i; E: 0.4; F: 1%; G: 1%; H: 16%; I: -1.8%; J: -2.7%

C#CC1(O)CC(C)NCC1(C)CCC#N (stereo not drawn)
  A: 13%; B: 17%; C: -10%; D: i; E: 0.6; F: 5%; G: -12%; H: -9%; I: -6.4%; J: -0.5%

CCCC1Cc2nc(Cl)c(C#N)cc2CO1 (stereo not drawn)
  A: 42%; B: 7%; C: -4%; D: i; E: 0.4; F: 10%; G: 5%; H: -2%; I: 1.9%; J: 4.8%

COCCCNC(=O)CN1CCN(Cc2ccc(Cl)cc2)C1=O
  A: -3%; B: 14%; C: -5%; D: i; E: 1.2; F: 2%; G: -3%; H: -1%; I: -4.2%; J: 2.5%

CC(=O)Nc1ccc(C(=O)OCC(=O)N(C)C2CCCCC2)cc1
  A: 9%; B: 12%; C: -1%; D: i; E: 0.1; F: 8%; G: 8%; H: -23%; I: -1.6%; J: 0.3%

CN1C(=O)CC(c2ccco2)Sc2ccccc21 (stereo not drawn)
  A: 7%; B: -1%; C: -1%; D: i; E: 2.4; F: 0%; G: -3%; H: -57%; I: -2.5%; J: -2.2%

Cc1cccc(NC(=S)NC(=O)/C=C/c2ccccc2)n1
  A: 12%; B: -12%; C: 6%; D: i; E: 0.7; F: -5%; G: 11%; H: -34%; I: 2.4%; J: -0.6%

CCCn1nc(C(=O)N2CCCc3ccccc32)c2ccccc2c1=O
  A: -6%; B: 7%; C: -2%; D: i; E: 0.5; F: 8%; G: -9%; H: -11%; I: 1.7%; J: -1.0%

C=CCNC(=O)c1onc(CCl)c1C(=O)OC
  A: -23%; B: 8%; C: -7%; D: i; E: 1.9; F: 1%; G: -9%; H: -12%; I: 2.1%; J: 3.7%

O=c1oc2ccccc2c(N2CCOCC2)c1[N+](=O)[O-]
  A: -12%[20 µM]; B: 16%; C: -2%; D: i; E: 0.1; F: -1%; G: -12%; H: -14%; I: -2.8%; J: -0.6%

COc1cc(NC(=O)CCn2c(=S)oc3ccccc32)cc(OC)c1OC
  A: -7%; B: 16%; C: -5%; D: i; E: 0.4; F: 4%; G: 11%; H: -14%; I: 1.2%; J: 0.8%

Cc1c(NC(=O)COC(=O)c2cc(-c3ccc(-c4ccccc4)cc3)nc3ccccc23)c(=O)n(-c2ccccc2)n1C
  A: 8%; B: -99%; C: -6%; D: +; E: 20*; F: 11%; G: -2%; H: 13%; I: 2.6%; J: 10%

CC(=O)Nc1ccc(NC(=O)CCC(=O)OCC(=O)c2ccc(C)c([N+](=O)[O-])c2)cc1
  A: 7%; B: 8%; C: -5%; D: i; E: 0.3; F: 0%; G: -15%; H: -10%; I: -4.5%; J: -2.9%

Cc1occc1C(=O)N1CCN(c2ccc(Cl)c(Cl)c2)CC1
  A: 5%; B: 16%; C: 1%; D: i; E: 4.6; F: 0%; G: -11%; H: -6%; I: 3.0%; J: 8.4%

COc1cccc(OC)c1C(=O)Nc1ccc(N2CCCC2)cc1
  A: 10%[20 µM]; B: 10%; C: -3%; D: i; E: 0.8; F: -1%; G: 12%; H: -30%; I: -6.4%; J: -1.6%

Cc1ccc(N2CCN(S(=O)(=O)c3c(C)noc3C)CC2C)cc1 (stereo not drawn)
  A: -9%; B: 8%; C: -1%; D: i; E: 0.7; F: 0%; G: -3%; H: 7%; I: -2.8%; J: 1.5%

CCOC(=O)c1ccc(NC(=O)CSc2ccc(-c3ccncc3)nn2)cc1
  A: -5%; B: 0%; C: 2%; D: i; E: 0.8; F: 6%; G: 4%; H: 0%; I: 1.1%; J: 1.8%

CCOC(=O)c1ccccc1NC(=O)c1c(F)c(F)c(F)c(F)c1F
  A: 25%; B: -1%; C: -3%; D: i; E: 0.0; F: 14%; G: 1%; H: -18%; I: 2.0%; J: -0.3%

COc1ccc(Cl)cc1NC(=O)NCCCl
  A: 4%; B: 2%; C: -8%; D: i; E: 0.8; F: 0%; G: 3%; H: 5%; I: 2.6%; J: -2.0%

O=C(Nc1cccc2ncccc12)c1ccc(OCc2ccccc2)cc1
  A: 33%; B: 31%; C: -3%; D: i; E: 0.0; F: 4%; G: 2%; H: 32%; I: -2.2%; J: 5.9%

Cc1cccc(N(CC(=O)NC(C)(C)C)C(=O)CCC(=O)Nc2ccccn2)c1
  A: 10%[20 µM]; B: 19%; C: -17%; D: i; E: 0.3; F: -2%; G: 0%; H: -10%; I: -4.6%; J: 0.0%

O=c1[nH]c(C2CCCN(S(=O)(=O)c3cccc(Cl)c3)C2)nc2c1nnn2Cc1ccc2c(c1)OCCO2 (stereo not drawn)
  A: 11%; B: 24%; C: -4%; D: i; E: 1.3; F: 3%; G: 12%; H: -5%; I: 0.6%; J: 2.2%

Cc1ccc(S(=O)(=O)NN2C(=O)/C(=C/c3ccc(F)cc3)SC2=S)cc1
  A: 15%; B: 4%; C: -2%; D: i; E: 0.4; F: 2%; G: -1%; H: -22%; I: -6.5%; J: 50%

Cc1ccc(C(=O)NC(=S)NNS(=O)(=O)c2ccc(C)cc2)cc1
  A: 18%; B: 8%; C: 9%; D: i; E: 0.3; F: -7%; G: 5%; H: -34%; I: -0.3%; J: 5.4%

O=C(Nc1ccccc1)Nc1nnc(CSCc2ccccc2Cl)s1
  A: 12%; B: 17%; C: -3%; D: i; E: 0.4; F: 2%; G: 1%; H: 40%; I: 4.9%; J: 2.9%

CC(=Nc1ccccc1)C1=C(O)CC(C)(C)CC1=O
  A: -10%; B: -10%; C: 3%; D: i; E: 0.1; F: 12%; G: -8%; H: -39%; I: 3.4%; J: 0.0%

COc1ccccc1NS(=O)(=O)c1cccc(C(=O)N/N=C/c2ccc(N3CCOCC3)cc2)c1
  A: -16%; B: 10%; C: 3%; D: i; E: 0.7; F: 6%; G: 10%; H: 4%; I: -2.5%; J: -4.0%

S=C(Nc1cc(Cl)cc(Cl)c1)NC1CCN(Cc2ccccc2)CC1
  A: -27%; B: -2%; C: -6%; D: i; E: 0.7; F: 0%; G: 10%; H: -16%; I: 0.5%; J: -0.6%

CCCCOc1ccc(/C=N/NC(=O)C2CCCNC2=O)cc1 (stereo not drawn)
  A: -7%; B: -2%; C: -1%; D: i; E: 0.2; F: 4%; G: -6%; H: -9%; I: 2.2%; J: 0.8%

CN(C(=O)c1ccc(OC2CCN(Cc3ccccn3)CC2)cc1)C1CCCCC1
  A: 15%; B: 4%; C: -11%; D: i; E: 0.7; F: 4%; G: -2%; H: 11%; I: -2.0%; J: 1.0%

S=C(NCCCn1ccnc1)Nc1ccc(Cl)cc1Cl
  A: 7%; B: 1%; C: 5%; D: i; E: 0.1; F: 9%; G: 2%; H: -18%; I: 1.8%; J: -0.5%

CC(C)CN(CC(C)C)S(=O)(=O)N1CCC(C(=O)NC2CCCCCCC2)CC1
  A: 64%; B: 3%; C: 7%; D: i; E: 9.2; F: 3%; G: 5%; H: -17%; I: 4.2%; J: 0.4%

Cc1nc(SCCOc2ccc(F)cc2)c2ccccc2n1
  A: 9%; B: -8%; C: -6%; D: i; E: 0.2; F: -4%; G: -1%; H: -33%; I: 1.7%; J: 5.0%

Cc1ccc(C(=O)OC2CCCN(C)C2)cc1 (stereo not drawn)
  A: -63%[20 µM]; B: 9%; C: -5%; D: i; E: 0.6; F: 0%; G: /; H: -29%; I: /; J: -1.2%

Molecules above that contain a nitro group on carbon, in the order listed:
Codes – A = KOR beta-arrestin-1; B = NOD2 inhibition; C = LYP phosphatase; D = Myeloid diff MLP; E = Myeloid diff MLP GFP+ MAC1+ %; F = Siah-1 displacement; G = PhoP inhibition; H = NOD1 NF-kB reporter; I = KOR beta-arrestin-2; J = HIV peptide binding
O=c1oc2ccccc2c(N2CCOCC2)c1[N+](=O)[O-]
  A: -12%[20 µM]; B: 16%; C: -2%; D: i; E: 0.1; F: -1%; G: -12%; H: -14%; I: -2.8%; J: -0.6%

CC(=O)Nc1ccc(NC(=O)CCC(=O)OCC(=O)c2ccc(C)c([N+](=O)[O-])c2)cc1
  A: 7%; B: 8%; C: -5%; D: i; E: 0.3; F: 0%; G: -15%; H: -10%; I: -4.5%; J: -2.9%
